# Assay outcomes from PubChem.
# OX1R antag-1: antagonists of human orexin 1 receptor (OX1R); O43613; OX1R-expressing cells, FRET antagonist read-out; inhibition, % at 6.6 µM; 330,000 compounds, 1.8% hits; AID 485270; in the data active = inhibition mostly above about 38%, no sharp cut-off; inactive = mostly below about 40%;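 note: 0% = agonist challenge alone and 100% = reference antagonist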
# Target sequence (O43613 whole entry, looked up): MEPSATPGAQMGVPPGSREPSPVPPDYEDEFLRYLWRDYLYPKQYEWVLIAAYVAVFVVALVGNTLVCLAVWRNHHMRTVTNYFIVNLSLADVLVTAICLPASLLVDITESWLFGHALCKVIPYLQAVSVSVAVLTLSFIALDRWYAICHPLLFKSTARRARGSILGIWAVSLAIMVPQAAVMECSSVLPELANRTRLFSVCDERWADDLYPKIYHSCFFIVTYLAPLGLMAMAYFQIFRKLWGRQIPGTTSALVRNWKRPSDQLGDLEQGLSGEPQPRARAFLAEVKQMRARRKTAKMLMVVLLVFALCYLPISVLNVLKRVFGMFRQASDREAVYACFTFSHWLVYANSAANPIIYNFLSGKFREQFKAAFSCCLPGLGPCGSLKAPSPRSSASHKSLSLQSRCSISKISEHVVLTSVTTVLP
# OX1R antag-2: human HCRTR1 antagonism; AID 434989; CHO/OX1R cells, Fluo-8 calcium fluorescence, orexin A; 330,000 compounds, 0.43% hits; inhibition, % at 5 µM; O43613;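 active = inhibition above its plate's threshold, mean inhibition of all tested compounds on the plate plus 3 SD, cut at about 37% in these data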;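 note: 0% = orexin A challenge wells and 100% = SB-334867-A antagonist wells; not every result past the cut was called active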
# Numbers without * were called inactive. Not a hit list; overall some 2.1% were active at least once.
SMILES,OX1R antag-1,OX1R antag-2
CCSc1cc(N2CCCC2)nc(-c2ccc(C)cc2)n1,7,-11
C=CCn1c(=O)c(C(=O)Nc2ccccc2S(N)(=O)=O)c(O)c2ccccc21,8,-27
COc1ccccc1C(=O)Nc1cccc(C(=O)N2CCOCC2)c1,27,-4
CCCCNC(=O)C1=C(N)C(C(=O)Nc2ccc(C)c(S(=O)(=O)N3CCCCC3)c2)SC1=Nc1ccc(C)cc1C (configuration not stated),5,-21
Cc1onc(-c2c(F)cccc2Cl)c1C(=O)NCCO,2,-8
CCOC(=O)c1ccc(NC(=O)C2C3CCC(C3)C2C(=O)O)cc1 (configuration not stated),14,-12
Cc1cc([N+](=O)[O-])nn1CC(=O)Nc1nc2ccccc2s1,10,-7
CCn1cc(CNC(=O)CSc2nc(-c3ccc(OC)c(OC)c3)cc(C(F)(F)F)n2)c(C)n1,23,-17
COc1cccc(-c2nc(CS(=O)CC(=O)NC(C)CCc3ccccc3)c(C)o2)c1 (configuration not stated),15,-24
Cc1cc(O)c(/C=N/Nc2ccc(F)cc2)c(=O)o1,-1,-22
O=C(O)CNC(=S)N(Cc1ccc(F)cc1)C1CCCCC1,28,-4
O=C(NNC(=O)C1C2CCC(C2)C1C(=O)O)c1ccc(Br)o1 (configuration not stated),17,-8
Cc1ccc(NC(=O)Nc2cccs2)nc1,11,-12
COc1ccc(C2=NO[C@@H]3[C@@H]4C[C@@H]([C@H]5C(=O)N(c6ccc7c(c6)OCO7)C(=O)[C@@H]45)[C@H]23)cc1OC,13,-19
CCCCn1c(N)c(N(CC(C)C)C(=O)COC(=O)c2ccccc2NCCO)c(=O)[nH]c1=O,11,-13
CC(=O)c1ccc(NC(=O)N2CCc3ccccc3C2)cc1,3,-26
COc1ccc(C(=O)N2CCN(Cc3ccc4c(c3)OCO4)CC2)cc1OC,3,-3
O=C(c1ccc(Cl)c(Cl)c1)N1CCC(=O)N(C(COCc2cccc(C(F)(F)F)c2)Cc2ccccc2)CC1 (configuration not stated),12,-50
COc1ccc(NC(=O)CCS(=O)(=O)c2cccc3nonc23)cc1,25,0
COC(=O)NNC(=O)COc1ccc(Cl)cc1,5,-18
COc1ccc(N2C(=O)C3C4C=CC(C4)C3C2=O)nn1 (configuration not stated),13,-19
CCCCCn1c(CNC(=O)CC)nc2ccccc21,8,-21
COc1cc2c(cc1OC)CN(S(C)(=O)=O)CC2,12,-4
COc1ccc(C2Nc3ccccc3C(=O)N2NS(=O)(=O)c2ccc(C)cc2)cc1 (configuration not stated),28,-21
CN1C(=O)Cc2cc(S(=O)(=O)N3CCOCC3)ccc21,51,-5
CCOC(=O)COc1nc2ccc(Br)cc2c(-c2ccccc2)c1C(C)=O,26,-28
COC(=O)c1nc(C(=O)OC)c(C(=O)OC)nc1C(=O)OC,102*,-10
Cc1ccc(C)c(NC(=S)NCCc2c[nH]c3ccccc23)c1,4,-28
Cc1ccccc1OCCn1c(=O)oc2ccccc21,25,-3
CC1=NN(c2ccc(Br)cc2)C(=O)/C1=C/c1ccc(-c2ccccc2C(=O)O)o1,5,-9
COc1ccc2c(C)cc(SCC(=O)N(C)C3CCS(=O)(=O)C3)nc2c1 (configuration not stated),5,-27
CCCc1cc(=O)[nH]c(SCC(=O)N2CCN(S(=O)(=O)c3ccc4ccccc4c3)CC2)n1,10,-18
CCOC(=O)COc1ccc(Br)cc1C1NC(=O)NC(C)=C1C(=O)NCc1ccccc1 (configuration not stated),19,-31
O=C1ON=C(c2ccccc2)/C1=C/c1ccco1,34,0
CCN(CC)C(=O)c1c(Cl)nc(C)c([N+](=O)[O-])c1C,22,-5
Cc1noc(C)c1COC(=O)c1ccc(S(=O)(=O)N2CCCCC2)cc1,15,-15
Cc1ccc(N(CC(=O)NC2CCCCC2)C(=O)CCCC(=O)Nc2ccccn2)c(C)c1,14,-24
COc1cc(/C=N/Nc2ccc3ccccc3c2)ccc1OC(=O)c1ccco1,11,-22
O=C(Nc1nc2ccccc2[nH]1)c1ccc(OC(F)F)cc1,11,-26
CCOC(=O)CNC(=O)CNC(=O)c1nn(-c2ccc(OC)c(Cl)c2)c(=O)c2ccccc12,8,-19
O=C1OCc2cc(NC(=O)C3COc4ccccc4O3)ccc21 (configuration not stated),12,-18
O=C(c1ccc2c(c1)C(=O)N(Cc1ccco1)C2O)N1CCOCC1 (configuration not stated),17,5
COc1ccc(OCC(=O)NCCc2ccc(S(N)(=O)=O)cc2)cc1,8,-3
Cc1ccccc1N1C(=O)C(Cl)=C(N2CCOCC2)C1=O,10,-13
Cc1cccc2nc(CSc3nc4[nH]ncc4c(=O)n3-c3cccc(Cl)c3)cc(=O)n12,27,-13
O=C(CSc1ncnc2nc[nH]c12)N1CCN(c2ccc(Cl)cc2)CC1,6,7
O=C(N/N=C\c1ccc(-c2ccccc2[N+](=O)[O-])o1)C1COc2ccccc2O1 (configuration not stated),27,5
Nc1cc(N)nc(SCC(=O)NCCC2=CCCCC2)n1,17,1
COc1cc(-c2nnc(SCC(=O)OC3CCCCC3)o2)cc(OC)c1OC,-3,-57
CCCCN(C(=O)Cn1nnc2ccccc21)C(C(=O)NCCOC)c1ccccc1 (configuration not stated),18,-36
# Additional records:
SMILES,OX1R antag-1,OX1R antag-2
CCc1cccc(OCCn2nc(C(=O)O)c3ccccc3c2=O)c1,9,-38
O=C(NC(=S)Nc1ncccn1)c1ccc(Cl)cc1Cl,8,-2
CCOC(=O)CSc1nnc2c3ccccc3n(C)c2n1,16,-14
COC(=O)c1cc(C#N)c(Oc2ccc(F)cc2)nc1C,17,-10
Cc1ccc(C)c(-n2c3nc(=O)n(C)c(=O)c-3cc3ccccc32)c1,63*,-24
CC(C)C[C@]1(c2ccccc2)ON(c2ccccc2C(F)(F)F)C1=O,8,-18
Cc1ccc(S(=O)(=O)NCC(c2ccc3c(c2)OCO3)N2CCOCC2)cc1 (configuration not stated),6,-11
Cc1ccc(Cn2c(C3CCCN3c3nc(C)cs3)nc3cc(C(F)(F)F)ccc32)cc1 (configuration not stated),38,-54
CC1(C)CC(=O)C(CC(=O)NC2CCCc3ccccc32)C(=O)C1 (configuration not stated),28,5
COc1ccc(C2C(C(=O)Nc3cccnc3)=C(C)Nc3nc(-c4ccco4)nn32)cc1 (configuration not stated),4,-12

# Part of the list above, as tab-separated lines:
structure	OX1R antag-1	OX1R antag-2
CCSc1cc(N2CCCC2)nc(-c2ccc(C)cc2)n1	7	-11
C=CCn1c(=O)c(C(=O)Nc2ccccc2S(N)(=O)=O)c(O)c2ccccc21	8	-27
COc1ccccc1C(=O)Nc1cccc(C(=O)N2CCOCC2)c1	27	-4
CCCCNC(=O)C1=C(N)C(C(=O)Nc2ccc(C)c(S(=O)(=O)N3CCCCC3)c2)SC1=Nc1ccc(C)cc1C (configuration not stated)	5	-21
Cc1onc(-c2c(F)cccc2Cl)c1C(=O)NCCO	2	-8
CCOC(=O)c1ccc(NC(=O)C2C3CCC(C3)C2C(=O)O)cc1 (configuration not stated)	14	-12
Cc1cc([N+](=O)[O-])nn1CC(=O)Nc1nc2ccccc2s1	10	-7
CCn1cc(CNC(=O)CSc2nc(-c3ccc(OC)c(OC)c3)cc(C(F)(F)F)n2)c(C)n1	23	-17
COc1cccc(-c2nc(CS(=O)CC(=O)NC(C)CCc3ccccc3)c(C)o2)c1 (configuration not stated)	15	-24
Cc1cc(O)c(/C=N/Nc2ccc(F)cc2)c(=O)o1	-1	-22
O=C(O)CNC(=S)N(Cc1ccc(F)cc1)C1CCCCC1	28	-4
O=C(NNC(=O)C1C2CCC(C2)C1C(=O)O)c1ccc(Br)o1 (configuration not stated)	17	-8
Cc1ccc(NC(=O)Nc2cccs2)nc1	11	-12
COc1ccc(C2=NO[C@@H]3[C@@H]4C[C@@H]([C@H]5C(=O)N(c6ccc7c(c6)OCO7)C(=O)[C@@H]45)[C@H]23)cc1OC	13	-19
CCCCn1c(N)c(N(CC(C)C)C(=O)COC(=O)c2ccccc2NCCO)c(=O)[nH]c1=O	11	-13
CC(=O)c1ccc(NC(=O)N2CCc3ccccc3C2)cc1	3	-26

# More results follow.
SMILES,OX1R antag-1,OX1R antag-2
Cc1cc(F)ccc1S(=O)(=O)Nc1ccc(C(=O)N(C)Cc2ccco2)cc1,5,4
COc1ccc(O)c(-c2[nH]ncc2C(=O)c2ccccc2)c1,4,-16
Clc1ccc(OCc2nnc(-c3ccccc3Br)o2)c(Cl)c1,6,-36
COc1ccc([N+](=O)[O-])cc1NC(=O)CCS(=O)(=O)c1ccc(Br)cc1,6,-5
CCS(=O)(=O)c1ccc2c(c1)NC(=O)C(CCCl)O2 (configuration not stated),6,-16
Cc1ccc(/C=N/NC(=O)c2nnn(-c3nonc3N)c2-c2cccs2)cc1,9,-64
CN(C)CCN(C(=O)c1ccc(N2C(=O)CCC2=O)cc1)c1nc2cc3c(cc2s1)OCCO3,8,-8
COc1ccc(C2NC(=S)NC3=C2CCc2cc(OC)ccc23)cc1 (configuration not stated),9,-7
O=C(Cc1ccccc1)Nc1cc2c(cc1Cl)OCCCO2,-2,-39
CCCn1c(N)c(CC)c(=O)[nH]c1=O,18,-13
CC(C)=CCC[C@](C)(O[C@@H]1O[C@H](CO[C@@H]2OC[C@@H](O)[C@H](O)[C@H]2O)[C@@H](O)[C@H](O)[C@H]1O)C1CC[C@]2(C)C1[C@H](O)CC1[C@@]3(C)CC[C@H](O[C@@H]4O[C@H](CO)[C@@H](O)[C@H](O)[C@H]4O)C(C)(C)C3CC[C@]12C (some centres not stated),4,-7
O=C(c1cc2ncc(Br)cn2n1)N1CCN(C(=O)c2ccco2)CC1,28,-17
Cc1cccc2sc(N(CCN(C)C)C(=O)/C=C/c3cccs3)nc12,9,-8
COc1ccc(F)cc1C(=O)C1CCCN(C(=O)c2ccccc2N(C)C)C1 (configuration not stated),6,-24
NNC(=O)c1cc2c(s1)-c1cc(Cl)ccc1SC2,8,25
O=C(CC1(O)C(=O)N(C/C=C/c2ccccc2)c2ccccc21)c1ccccn1 (configuration not stated),20,-19
N#Cc1ccc(OCc2nnc(SCC(=O)c3ccccc3)n2-c2ccccc2)cc1,27,-10
CC(C)=Nc1ccccc1C1COC(=O)C1=N (configuration not stated),10,6
O=C(CSc1nc(=O)n2ccccc2n1)N1N=C(c2cccs2)CC1c1ccc(F)cc1 (configuration not stated),29,-15
COc1ccc(Cl)cc1-c1nc(N)nc(N(C)C)n1,-9,-11
COc1ccc(C(=O)N2CCN(c3ncccn3)CC2)cc1S(=O)(=O)N1CCOCC1,7,9
COc1ccc(NC(=O)CSc2ncnc3c2cnn3Cc2ccccc2)cc1,10,2
O=S1(=O)CCC(n2nccc2-c2ccccc2)C1 (configuration not stated),1,-23
COc1ccc(-c2nc(CS(=O)CC(=O)NCc3ccc(Cl)cc3)c(C)o2)cc1OC (configuration not stated),8,-35
Cc1cccc(NC(=O)CN(CC2CCCO2)C(=O)c2cc(S(=O)(=O)N(C)C)ccc2F)c1C (configuration not stated),8,-23
CCOC(=O)C1C(=O)NC(N2CCN(Cc3ccccc3)CC2)=NC1c1ccco1 (configuration not stated),13,-7
COc1ccc(-n2c(COc3cccc(C)c3)nnc2SCC(=O)NCc2ccco2)cc1,16,-19
COCCCNC(=O)c1ccc(N2CCCC2)c(NS(=O)(=O)c2ccc(C)cc2)c1,10,-30
Cc1ccc(C(=O)Nc2ccc(C)c(S(=O)(=O)Nc3ccccc3Cl)c2)s1,33,-9
CCc1nn(C)c(-c2n[nH]c(=S)n2N)c1Cl,11,0
CC1CCCC(NC(=O)c2ccncc2)C1C (configuration not stated),6,3
O=C(NNc1nc(-c2ccccc2)c2cc(Br)ccc2n1)c1ccc(S(=O)(=O)N2CCCCC2)cc1,-9,-10
CCOC(=O)Cc1csc(NC(=O)CCCC(=O)O)n1,17,2
Cc1ccc(OC2=NS(=O)(=O)c3ccccc32)cc1,3,-17
Cc1ccccc1Cn1ccc(=NCc2ccccc2)cc1,40,-15
COc1cccc(CNCCNC(=O)c2ccco2)c1OC,16,-16
CCc1ccc(OCC(=O)Nc2ccncc2)c(Br)c1,4,28
CN(C)CCn1c2ccccc2c2nc3ccc([N+](=O)[O-])cc3cc21,17,-22
O=C(Nc1ccccc1)Nc1nc(-c2ccc(Cl)cc2)cs1,29,8
CC(C)(C)SCCNC(=O)/C=C/c1ccccc1,15,-9
O=C1CN(C(=O)CSc2nnc(C3CC3)n2-c2ccccc2)c2ccccc2N1,15,-22
COc1ccc(Cl)cc1NC(=O)CN(C)C(=O)c1ccc(COc2ccccc2)cc1,17,-22
CC1=C/C(=C\c2ccc(Br)o2)C(=O)O1,17,5
COC(=O)c1c(NC(=O)CN(C)CC(=O)Nc2ccc(C)cc2)sc2c1CCC(C)C2 (configuration not stated),5,-38
COc1ccc(CCNCc2cc3ccc(C)cc3[nH]c2=O)cc1OC,2,-14
CSc1sccc1/C=N/NC(=O)c1ccncc1,5,-6
CC(=O)Nc1ccc(Nc2nnc(-c3ccc(C)c(S(=O)(=O)NCC4CCCO4)c3)c3ccccc23)cc1 (configuration not stated),16,-28
Cc1cccc(C)c1NC(=O)C1c2ccccc2Oc2ccccc21,6,-6
O=C(NCCc1c[nH]c2ccccc12)C(F)(F)F,22,3
CNC(=O)/C(C#N)=C/c1c(N2CC(C)OC(C)C2)nc2ccccn2c1=O (configuration not stated),59,-3
# Following part
SMILES,OX1R antag-1,OX1R antag-2
CCOc1ccccc1NC(=O)CSc1ccc(-c2sc(C)nc2C)nn1,32,-19
CCOC(=O)C1(CCOC)CCN(C(=O)c2ccccc2-c2cccc(C)c2)CC1,20,-4
NCCNc1ccc([N+](=O)[O-])cc1,29,0
O=C(COC(=O)c1cccnc1Cl)NCCc1ccccc1,-2,-1
COc1ccc2c(c1)C(=NN)c1cc(OC)ccc1-2,55*,-4
CCCCOc1ccc(C2(C)NC(=O)NC2=O)cc1 (configuration not stated),2,6
COC(=O)c1ccccc1NC(=O)c1cc2nc(C3CC3)cc(C(F)(F)F)n2n1,17,-21
Cc1nc2ccccc2c2c1C(=O)N(C)C2=O,32,0
O=C(CN(Cc1cccs1)C(=O)CNS(=O)(=O)c1ccc(Cl)cc1)NCC1CCCO1 (configuration not stated),2,-23
Cc1ccc(-n2c(N)c(C(=O)N3CCOCC3)sc2=S)c(C)c1,9,-15
